p47phox inh – p47phox (human) inhibition; P14598; inhibition, % at 24.7 µM; 220,000 tested, 0.53% active; AID 1274; p47phox/p22phox peptide binding, fluorescence polarization, 2 h;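 active = inhibition above about 30%, limit read from the data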;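 note: 0% = p47phox with labelled peptide and 100% = labelled peptide alone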
Runt-SMMHC FRET – Runt domain-CBFb-SMMHC interaction inhibition; Q01196+Q13951; Cerulean-Runt/Venus-CBFb-SMMHC FRET ratio 530/480, 1 h; inhibition, % at 20 µM; 220,000 tested, 0.74% active; AID 1434;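 active = mean inhibition across duplicate retests at 20 µM reaching about 50%, limit read from the data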;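 note: 0% = DMSO wells and 100% = wells with excess untagged CBFb-SMMHC; inhibitors lower the FRET ratio by blocking Runt binding to CBFb-SMMHC; some results filed as inactive read as strong as hits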
Target sequence (Q01196 whole entry, looked up, the tested form may be a part): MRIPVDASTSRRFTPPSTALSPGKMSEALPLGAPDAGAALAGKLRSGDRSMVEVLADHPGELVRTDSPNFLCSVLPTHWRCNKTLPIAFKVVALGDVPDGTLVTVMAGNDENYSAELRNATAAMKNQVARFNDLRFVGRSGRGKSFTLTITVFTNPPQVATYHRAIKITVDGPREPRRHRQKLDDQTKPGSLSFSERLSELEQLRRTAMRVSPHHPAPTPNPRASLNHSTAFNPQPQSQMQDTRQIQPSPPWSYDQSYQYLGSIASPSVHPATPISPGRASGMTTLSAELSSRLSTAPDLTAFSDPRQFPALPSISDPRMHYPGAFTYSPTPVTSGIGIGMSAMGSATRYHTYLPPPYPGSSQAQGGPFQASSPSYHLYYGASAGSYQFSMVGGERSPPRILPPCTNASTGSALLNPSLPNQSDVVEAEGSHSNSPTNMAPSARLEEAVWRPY
Target sequence (Q13951 whole entry, looked up, the tested form may be a part): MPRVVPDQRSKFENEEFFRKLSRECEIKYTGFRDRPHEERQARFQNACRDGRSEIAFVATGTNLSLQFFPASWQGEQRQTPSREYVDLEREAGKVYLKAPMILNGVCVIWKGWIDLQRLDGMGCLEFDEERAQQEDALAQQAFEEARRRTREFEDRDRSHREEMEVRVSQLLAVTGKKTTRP
EBV gp42 block – inhibitors of Epstein-Barr virus glycoprotein 42; Q1HVG2; Fluorescence polarization binding assay, mP read-out; inhibition, % (tested at 21.74 µM); 220,000 tested, 0.42% active; AID 1085; in the data active = inhibition above about 50%
Target sequence (Q1HVG2 whole entry, looked up): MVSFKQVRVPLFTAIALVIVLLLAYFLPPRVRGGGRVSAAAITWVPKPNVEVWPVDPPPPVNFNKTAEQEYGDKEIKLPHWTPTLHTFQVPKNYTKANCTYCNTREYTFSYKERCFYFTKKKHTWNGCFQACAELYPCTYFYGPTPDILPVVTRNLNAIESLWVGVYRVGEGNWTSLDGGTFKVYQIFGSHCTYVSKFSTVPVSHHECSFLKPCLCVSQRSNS
Runt-CBFb FRET – Runt domain-CBFb interaction inhibition; inhibition, % at 20 µM; 220,000 tested, 0.46% active; Cerulean-Runt/Venus-CBFb FRET ratio 530/480, 1 h; AID 1496;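 active = inhibition over about 50% at 20 µM in the single-dose screen, limit read from the data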;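 note: 0% = DMSO wells and 100% = excess unlabeled CBFb competitor control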
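Measured by: fluorescence energy transfer, 422 nm excitation, 530/480 nm emission; test system: Cerulean-tagged RUNX1 Runt domain (FRET donor) fusion protein; buffer or medium: Tris pH 7.5 buffer with BSA; compound: one dose, 20 µM compound, 1% DMSO; times: two 1 h room-temperature incubations shielded from light; benchmarks: unlabeled CBFb 5 µM, positive control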
zVAD death inh – blocks zVAD induced death of L929 cells. viability rescue, % at 10 µM. 220,000 tested, 0.38% active. AID 1377. L929 zVAD necroptosis rescue, ATP luminescence, 24 h; with zVAD 60 µM;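 active = activation, scaled between plate controls, above about 75%, limit read from the data; inactive = activation under that limit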;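 note: 0% = zVAD with DMSO and 100% = DMSO alone without zVAD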
14-3-3 Bad PPI – disrupts binding of bovine 14-3-3 zeta to phospho-Bad peptide; AID 781; TR-FRET 14-3-3zeta/Dy647-pBad peptide displacement, 1 h; 220,000 tested, 0.71% active; inhibition, % at 21.7 µM;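 active = inhibition above about 70%, limit read from the data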;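 note: 0% = full 14-3-3 plus peptide FRET controls and 100% = background without 14-3-3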
Tb hexokinase – T. brucei hexokinase 1 inhibition; 220,000 tested, 0.11% active; recombinant TbHK1, G6PDH-coupled NADH A340; inhibition, % at 10 µM; AID 1430;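 active = inhibition of 50% or more in the single-dose primary screen; inactive = inhibition below 50%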
Mdm2 ligase inh – Mdm2 E3 ligase (human) inhibition. Q00987. cell-based MDM2 ubiquitination luciferase reporter, 2 h; 0 = plate control, 100 = twice control, blank-subtracted. signal enhancement, % at 5 µM. 210,000 tested, 0.11% active;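 active = signal enhancement of 30% or more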;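 note: luminescence tracks abundance of the self-degrading MDM2-luciferase fusion protein; higher signal means inhibition of MDM2 E3 ligase activity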
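test system = mammalian cells stably expressing self-ubiquitinating, self-degrading MDM2 E3–luciferase fusion | quantity = 2000 cells/well | incubation = cell settling 4 h, compound treatment 2 h, both 37 °C | signal = luminescence with SteadyLite reagent, 15 min at room temperature | evaluation = % enhancement relative to plate controls after blank subtraction | benchmarks = plate controls and plate blanks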
Hck-Nef inh – blocks Nef-activated human Hck kinase; 220,000 tested, 0.68% active; inhibition, % at 20 µM; Recombinant Hck-YEEI plus Nef, Z-Lyte FRET kinase assay; P08631;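 active = Hck-Nef kinase inhibition above about 50%, limit read from the data; inactive = inhibition below that limit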;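 note: 0% = DMSO with Hck plus Nef and 100% = Hck alone without Nef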
* marks the source's active call; other numbers are inactive results; . = not tested or not shown; [ ] = another dose, or the depositor's remark. No enrichment for hits. About 3.2% of those tested had a hit in this group.

SMILES	p47phox inh	Runt-SMMHC FRET	EBV gp42 block	Runt-CBFb FRET	zVAD death inh	14-3-3 Bad PPI	Tb hexokinase	Mdm2 ligase inh	Hck-Nef inh
COc1ccccc1N(CN1CCCC1=O)C(=O)c1c(F)cccc1Cl	-3	2	-15	1	-0.1	0	0	-29	0
COc1ccc(NS(=O)(=O)c2cc(NC(=O)c3cccs3)ccc2N2CCOCC2)cc1	-6	-4	6	0	2.6	-6	1	-24	11
CCCCS(=O)Cc1ccccc1 (centres undefined)	-2	-1	-4	-1	1.0	8	14	-9	-15
O=C1N(Cc2cccc(Cl)c2)C[C@@H]2C[C@@H](c3cccc4ncccc34)N3CCC[C@@]123	-4	-2	-17	-1	-0.6	-3	-2	6	19
CCCN1C(=O)/C(=N\OCC(=O)NC23CC4CC(CC(C4)C2)C3)c2ccccc21	0	-4	-26	-2	1.9	-3	-6	-6	4
Cc1ccc(-c2nn(C)c(=O)c3ccccc23)cc1CNC(=O)CN1CCOCC1	-3	0	-11	0	-0.9	12	-8	2	7
CCOC(=O)C(=O)N(CC)C1CCS(=O)(=O)C1 (centres undefined)	-4	0	-8	1	0.3	-2	4	-11	8
COc1ccccc1-c1coc2c(CN3CCN(C)CC3)c(O)ccc2c1=O	.	3	.	2	0.2	.	-31	-19	0
O=C(CN1CCN(C2CCCCC2)CC1)c1c[nH]c2ccccc12	-17	13	-51	.	-0.2	8[fluorescence artefact?]	7	-16	-2
Cc1[nH]c2ccccc2c1/C=N\NC(=O)CNc1ccc2c(c1)OCO2	-5	0	-5	6	0.5	-16	-24	14	24
Cc1cccc(NS(=O)(=O)c2ccc3c(c2)NC(=O)CC(=O)N3)c1	0	2	-18	-1	0.9	-12	1	-6	14
COc1ccc(C2C(C(=O)NCc3ccccn3)c3cc(OC)c(OC)cc3C(=O)N2C)cc1 (centres undefined)	-5	1	3	0	3.8	-9	-4	-1	-2
O=C(CSc1ncc(-c2ccccc2)n1C1CCCC1)N1CCc2ccccc21	-19	9	-11	3	-0.9	13	2	2	2
O=C(Nc1cnc2sccn2c1=O)c1ccccc1Cl	-3	1	-11	0	-0.5	-11	-31	-19	0
O=S(=O)(CCc1nc2ccccc2o1)c1ccc(Cl)cc1	-1	0	-12	-2	-1.1	-10[fluorescence artefact?]	5	4	3
NC(=O)CC(NC(=O)Cc1ccc(Br)cc1)c1ccc(NCCc2ccccc2F)c([N+](=O)[O-])c1 (centres undefined)	4	-7	-29	-8	0.1	9	10	2	19
CCc1nnc(NS(=O)(=O)c2ccc(Nc3ccc([N+](=O)[O-])c4nonc34)cc2)s1	-113	-12	-33	-8	0.7	-3	-9	-14	22
CCc1c(C)nc2ncnn2c1N1CCC(C(=O)NCc2cccc(OC)c2)CC1	-9	-2	-15	-1	-0.3	9	-8	-11	1
O=C(c1ccccc1)N1CCCCC(Sc2nnc3ccccn23)C1=O (centres undefined)	0	2	-1	-1	0.8	3	-7	-1	-3
CC(C)(C)NC(=O)NC(=O)COC(=O)COc1ccc(Cl)cc1Cl	0	0	9	-3	1.2	-6	-1	-3	22
COC(=O)c1cn(NC(=O)c2ccc(OC)c([N+](=O)[O-])c2)c(=O)c2ccccc12	0	2	5	0	0.9	1	11	-15	-18
Cc1cc(N2CCCC2)c(C)cc1C=O	-25	0	-11	-2	0.1	-2	-32	-2	0
COc1cccc(-c2nc3sc4c(c3c(=O)[nH]2)CCCCC4)c1	-22	1	-6	-2	-0.2	-1	-3	-24	4
CCN1CCN(C(c2ccc(OC)cc2)C(O)C(=O)c2c[nH]c3ccccc23)CC1 (centres undefined)	-2	-2	-10	3	-1.1	0	-4	-12	2
Cc1cc(NC(=O)CSc2nnc(-c3ccc(S(=O)(=O)N4CCCC4)cc3)n2C)no1	-18	2	-4	-2	0.1	-16	5	-8	3
O=C(NCc1ccccc1)c1nc2c(nnn2Cc2cccc(Cl)c2)c(=O)[nH]1	-20	0	-3	-4	0.2	-7	-7	3	11
CCS(=O)(=O)c1ccc(O)c(NC(=O)COc2ccc(C)cc2)c1	-4	-5	20	0	1.3	-9[fluorescence artefact?]	2	-7	2
COc1ccc2c(CSc3nnc(-c4cccnc4)n3-c3ccccc3F)cc(=O)oc2c1	-15	-1	-1	3	-0.1	10	-29	-9	1
OC1(c2ccc(F)cc2)CN(c2ccccc2)C2=[N+]1CCS2 (centres undefined)	-9	-3	-14	4	0.3	1[fluorescence artefact?]	2	-14	0
O=[n+]1c2c(n([O-])c3cc(Br)ccc31)CCCC2	0	2	3	0	1.9	-5[fluorescence artefact?]	-21	.	-1
Cc1cc(N2CCCCC2)nc(SCc2ccc(C#N)cc2)n1	3	3	15	0	0.1	4	5	-5	2
O=C(O)/C=C/c1ccccc1Oc1ccccc1	-11	0	-16	-2	0.1	7	-4	-66	1
CCOC(=O)Nc1sc2c(c1C#N)CCCC2	-15	1	-23	1	-0.6	-2	0	-16	1
N#Cc1ccc(-c2csc(NC(=O)c3cc(-c4cccs4)nc4ccccc34)n2)cc1	-109	-2	-20	0	-0.3	-2	-32	-8	17
CCOC(=O)c1cc(-c2ccccc2)nc2ccc(C)cc12	-2	-8	-9	-1	0.8	4	-14	-9	-5
Oc1ccc(Nc2nc(Cl)nc(NCc3ccco3)n2)cc1	-16	-3	-4	0	5.0	-4	-5	1	4

Reprinted from the part before: 4 compounds, followed by the next part.
SMILES	p47phox inh	Runt-SMMHC FRET	EBV gp42 block	Runt-CBFb FRET	zVAD death inh	14-3-3 Bad PPI	Tb hexokinase	Mdm2 ligase inh	Hck-Nef inh
CCOC(=O)Nc1sc2c(c1C#N)CCCC2	-15	1	-23	1	-0.6	-2	0	-16	1
N#Cc1ccc(-c2csc(NC(=O)c3cc(-c4cccs4)nc4ccccc34)n2)cc1	-109	-2	-20	0	-0.3	-2	-32	-8	17
CCOC(=O)c1cc(-c2ccccc2)nc2ccc(C)cc12	-2	-8	-9	-1	0.8	4	-14	-9	-5
Oc1ccc(Nc2nc(Cl)nc(NCc3ccco3)n2)cc1	-16	-3	-4	0	5.0	-4	-5	1	4
O=C1NC2(CCCC2)C(=O)N1Cc1cc(=O)n2ccsc2n1	-7	-4	13	-1	-0.9	2	3	-2	3
Cc1ccc(Nc2nc3ccccc3c(=O)s2)cc1	0	-3	-18	0	-2.0	-8	-1	-91	11
COc1ccc(NC(=O)Cn2nnc(-c3ccccc3N)n2)cc1OC	-5	0	-16	1	-0.8	-7	0	6	-1
CC(Oc1ccccc1)C(=O)N1CCN=C1SCc1ccc(F)cc1 (centres undefined)	3	2	0	-2	6.2	3	-4	-3	11
NC(=O)COC(=O)CCCc1c[nH]c2ccccc12	-5	2	-15	-1	1.4	-4[fluorescence artefact?]	1	-14	5
CCc1ccc(NC2=NCC(=O)N2Cc2ccc3c(c2)OCO3)cc1	-3	-2	-20	0	0.6	38	0	-8	-2
CC1(C(=O)NNC(=S)NCc2ccco2)CC1(Cl)Cl (centres undefined)	-7	.	-7	.	0.7	-12	0	-1	21
O=C(Nc1ccc(F)cc1)c1ccccc1NS(=O)(=O)N1CCCC1	-2	-2	-4	0	1.3	-1	-14	-7	1
O=C(Nc1cccc(S(=O)(=O)N2CCOCC2)c1)c1ccc2c(=O)n3c(nc2c1)CCCCC3	-9	-1	-4	-2	0.8	-8	-17	-13	1
COc1ccc(-c2cn3ccccc3n2)cc1[N+](=O)[O-]	-17	1	-26	0	2.3	-9[fluorescence artefact?]	-8	-11	4
CCO[C@H]1OC(C(=O)N2CCN(Cc3ccccc3)CC2)=C[C@@H](C2CCCCC2)[C@@H]1CCCO	.	-27	-16	-66	0.6	1	-11	.	-10
CCOC(=O)N1CCC(NC(=O)c2cc3ccccn3n2)CC1	4	2	-20	0	0.6	3[fluorescence artefact?]	-3	-6	1
CSc1cccc(NC(=O)C2(S(=O)(=O)c3ccc(C)cc3)CC2)c1	6	-6	-5	0	-0.1	-18	5	3	24
O=C(Cn1cncn1)N/N=C/c1cccc2ccccc12	-4	3	0	-2	.	-1	-21	-1	-4
NC(=O)c1c(NC(=O)CSc2nc3c(c(C(F)(F)F)n2)CCc2ccccc2-3)sc2c1CCCC2	0	-3	-23	2	0.1	-2	-14	-6	1
Cc1c(C(=O)NN)nn(-c2ccc(Cl)cc2)c(=O)c1C#N	-3	-3	4	0	1.2	-5	-7	-22	17
O=C(NCCc1cn2ccccc2n1)c1ccc(Br)o1	9	-1	5	0	-0.1	-3[fluorescence artefact?]	-4	-6	1
COC(=O)CCCC1=CC2=CC(=O)C(C)(OC(=O)c3cccs3)C(=O)C2=CN1CCN1CCOCC1 (centres undefined)	-5	5	-4	1	0.1	-4	-34	18	23
COC(=O)C(NC(=O)c1ccc(OC)cc1)(Nc1ncc(S(=O)(=O)c2ccc([N+](=O)[O-])cc2)s1)C(F)(F)F (centres undefined)	-8	-4	10	1	-0.1	44	-10	-10	2
CC(OC(=O)c1cccnc1SCc1cc(=O)n2ccccc2n1)c1ccccn1 (centres undefined)	-4	-2	-4	0	-0.5	-3	-26	17	-3
O=C(CSc1nc2c(c(=O)n1-c1ccc(F)cc1)SCC2)NCC1CCCO1 (centres undefined)	-7	-4	-8	0	-0.6	-16	-28	-5	1
Cc1ccc(C=Nc2cc([N+](=O)[O-])ccc2C)s1	-6	-7	-24	-3	0.3	-11[fluorescence artefact?]	9	-7	2
COc1ccccc1N(CC(=O)NC1CCCCC1)S(C)(=O)=O	-10	1	-10	-2	1.4	8	5	-10	1
CCOCCCNC(=O)C(NC(=O)c1ccccn1)c1ccc(C)cc1 (centres undefined)	-10	-1	-10	-2	-0.3	1[fluorescence artefact?]	-2	.	1
COc1ccc(-n2nc([N+](=O)[O-])c(=NCCc3ccccc3)n2O)cc1	0	2	2	0	0.7	-17	24	1	3
COC(=O)[C@@]1(Cc2ccc(OC)cc2)[C@@H]2[C@@H](CC(=O)[C@H]2CC(=O)C(=O)N(C)C)CN1C(=O)c1ccccc1	-7	-1	-14	-1	0.5	-7[fluorescence artefact?]	-1	.	-1
CCn1c(Sc2nc(C)nc3scc(-c4cccs4)c23)n[nH]c1=O	-12	1	-2	-2	-0.8	0	0	-15	2
O=C(NCC1CCCO1)c1c(O)c2cccc3c2n(c1=O)CC3 (centres undefined)	-3	1	-12	1	-0.1	4	-8	2	0
CC(=O)N1[C@@H]2CC3C4CC=C5C[C@@H](O)CC[C@]5(C)C4CC[C@]3(C)[C@@]21C(C)=O (some centres undefined)	-7	0	-14	-3	-0.3	-10	-2	4	4
Cc1ccc(C(=O)CC2(O)C(=O)N(Cc3ccccc3Cl)c3ccccc32)o1 (centres undefined)	1	-4	-27	-1	-0.3	4	0	-14	0

High-throughput results: PubChem BioAssay, several laboratories
